KB-3-1 tox: kills parental KB-3-1 adenocarcinoma cells; Potency, µM (titrated, usually from 46.1 µM), without a hit: at the highest dose activity change, negative = cytotoxic, usual class: cytotoxic; actives 1.4% (n = 400,000); KB-3-1 viability, CellTiter-Glo ATP luminescence, 72 h; also: potency is read from the fitted curve at half-maximal effect; % is scaled to controls: 0 for no effect and ±100 for the full control effect; nearly all actives have a fitted effect of over 60% in size
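72 h, 37 °C compound treatment of KB-3-1 parental cells; CellTiter-Glo added, 10 min, luminescence read. Data corrected against DMSO-only plates and normalized before curve fitting.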
SW480 rerep: inducers of DNA re-replication in SW480 colon cancer cells; Potency, µM (titrated, usually from 46.1 µM), for the others: at the top dose re-replication activation, usual class: activators; AID 624297; SW480 DNA re-replication, Hoechst DNA content imaging, 48 h; actives 1.8% (n = 340,000); also: potency is read from the fitted curve at half-maximal effect; % of control where 0% means no effect; nearly all actives have a fitted effect of over 55% in size
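Quantitative HTS format with DMSO vehicle controls; 48 hr drug incubation at 37 C, then 40 min Hoechst staining and scanning imager measurement at 405 nm excitation.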
ATXN2 expr inh: inhibitors of ATXN2 expression | AID 1745845 | Potency, µM (titrated, usually from 57 µM), without a hit: at the highest dose activity change, negative = inhibition, most hits filed as inhibitors | HEK-293 ATXN2-luciferase reporter, luminescence, 24 h | actives 0.72% (n = 360,000); also: potency is read from the fitted curve at half-maximal effect; % is scaled to controls: 0 for no effect and ±100 for the full control effect; nearly all actives have a fitted effect of over 55% in size
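qHTS (up to 57 uM final) was run with 24 h compound exposure of reporter cells at 37 °C. Each well was multiplexed: SteadyGlo luminescence measured ATXN2-luciferase expression after a fluorogenic Gly-Phe-AFC viability readout (25 uM final).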
MCF10A rereplic: inducers of DNA re-replication in MCF 10A breast cells; MCF 10A DNA re-replication, Hoechst nuclear intensity, 48 h; Potency, µM (series often up to 46.1 µM), inactives show at the top dose activity, positive = re-replication, actives largely listed as activators; actives 2.9% (n = 350,000); AID 624296; also: potency is read from the fitted curve at half-maximal effect; % of control where 0% means no effect; nearly all actives have a fitted effect of over 50% in size
HepG2 tox: counter-screen for TGF-b inhibitors: cytotoxicity in HepG2 cells; HepG2 CAGA-GFP viability, ATP luminescence, 18 h; Potency, µM (top dose mostly 46.1 µM), inactives show at the top dose activity change, negative = cytotoxicity, hits mostly cytotoxic; actives 0.76% (n = 410,000); AID 588856; also: potency is read from the fitted curve at half-maximal effect; some results filed as inactive show a strong effect at the top dose
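HepG2 CAGA-GFP cells (1000/well, DMEM with 1% FBS) received compound, then TGF-beta at 500 pg/mL final, and were incubated 18 hours at 37 degrees C. Viability was read by CellTiter-Glo luminescence. Media-only wells were set as complete cell-killing and DMSO as no toxicity.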
IL-1B inflam inh: blocks inflammasome-driven IL-1 beta release | THP-1 LPS/ATP IL-1B secretion, AlphaLISA, 16 h; stronger effect = lower value | AID 743279 | activity change, % at 57.5 µM | actives 4.7% (n = 360,000); in the data active = activity change below about -50%; inconclusive = mostly about -30% to -49%; also: % is scaled to controls: 0 for no effect and ±100 for the full control effect
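Secreted IL-1B measured by AlphaLISA bead assay after 16 h compound exposure of THP-1 cells; compounds (final up to 57.5 uM) added 1 h before LPS (250 ng/mL) and ATP (1.25 mM) stimulation; lower signal means less secretion.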
HT1080NT lethal: kills 2HG-producing HT-1080-NT fibrosarcoma cells; HT-1080-NT fibrosarcoma viability, CellTiter-Glo ATP luminescence, 48 h; Potency, µM (top dose mostly 46.1 µM), for the others: at the highest dose activity, negative = less viability, actives largely listed as cytotoxic; actives 1.6% (n = 360,000);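 also: NT is the 2HG producing partner of a matched IDH1 knockdown line; potency is read from the fitted curve at half-maximal effect; 0% = DMSO-treated cells and -100% = media-only wells without cells; nearly all actives have a fitted effect of over 55% in size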
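A 48-hour cytotoxicity screen used HT-1080-NT cells plated 2 hours before compound delivery. ATP-based CellTiter-Glo luminescence measured viability, normalized to DMSO and no-cell controls.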
S2 tox: cell viability loss in ATXN counter-screen; S2 cells (HEK-293 line with an ATXN2-luciferase reporter) viability, CellTiter-Fluor protease fluorescence, 24 h; Potency, µM (doses to about 56.7 µM), usual class: cytotoxic; actives 0.49% (n = 400,000); also: potency is read from the fitted curve at half-maximal effect; nearly all actives have a fitted effect of over 40% in size
HT1080 IDH1KD tx: HT-1080 IDH1 knockdown cell toxicity (counter line); AID 686971; HT-1080 IDH1 knockdown viability, ATP luminescence, 48 h; Potency, µM (doses to about 46.1 µM), without a hit: at the highest dose activity, negative = toxicity, hits mostly cytotoxic; actives 2% (n = 360,000);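 also: potency is read from the fitted curve at half-maximal effect; 0% = DMSO wells and -100% = cell-free medium wells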
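% activity derives from luminescence (CellTiter-Glo), normalised to DMSO and no-cell wells. HT-1080-IDH1KD cells, 750/well, had 48 h compound exposure at 37 °C.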
The depositor's hits bear a star; ! = not confirmed by another sample; [ ] = remark or other dose. Unless noted, calls follow the shape of the dose curve; as a rule, active = well fitted curve in the direction sought with a large enough effect; inconclusive = small, poorly fitted or top-dose-only effect, or another doubt; inactive = no such curve, though single readings can be large; an effect the other way counts as inactive or inconclusive.

Screening CC(=O)c1cccc(NC(=O)CNC(=O)Cc2cccc3ccccc23)c1 returned KB-3-1 tox -18%, SW480 rerep -7%, ATXN2 expr inh 8%, MCF10A rereplic -6%, HepG2 tox -66%, IL-1B inflam inh 13, HT1080NT lethal -14%, S2 tox inactive and HT1080 IDH1KD tx -9%.
For COc1ccc(CCC2(C)NC(=O)N(C(C)C(=O)Nc3ccccc3F)C2=O)cc1 (configuration not stated) the results were KB-3-1 tox -6%, SW480 rerep 5%, ATXN2 expr inh 3%, MCF10A rereplic -2%, HepG2 tox 13%, IL-1B inflam inh -6, HT1080NT lethal -8%, S2 tox inactive and HT1080 IDH1KD tx -3%.
CCOC(=O)c1ccc(N2C(=O)C(O)=C(C(C)=O)C2c2ccc([N+](=O)[O-])cc2)cc1 (configuration not stated) was read as KB-3-1 tox 1%, SW480 rerep -8%, MCF10A rereplic -2%, HepG2 tox -16%, IL-1B inflam inh -9, HT1080NT lethal 6%, S2 tox inconclusive and HT1080 IDH1KD tx 7%.
For COc1ccc(N(CC(=O)Nc2ccc(Cl)cc2)S(=O)(=O)c2c(C)n[nH]c2C)cc1 the results were KB-3-1 tox 3%, SW480 rerep -3%, ATXN2 expr inh 3%, MCF10A rereplic 4%, HepG2 tox -12%, IL-1B inflam inh 9, HT1080NT lethal -16%, S2 tox inactive and HT1080 IDH1KD tx -14%.
`O=C(C1CCN(S(=O)(=O)c2ccccc2[N+](=O)[O-])CC1)N1CCOCC1` gave KB-3-1 tox -13%, SW480 rerep -1%, MCF10A rereplic -1%, HepG2 tox 2%, IL-1B inflam inh 13, HT1080NT lethal -2%, S2 tox inconclusive and HT1080 IDH1KD tx 3%.
CSc1ccc(C(=O)C2CCCN(Cc3cccn3-c3cccnc3)C2)cc1 (configuration not stated) was read as KB-3-1 tox inconclusive, SW480 rerep 3%, ATXN2 expr inh -31%, MCF10A rereplic inconclusive, HepG2 tox -10%, IL-1B inflam inh -96*, HT1080NT lethal inconclusive, S2 tox inconclusive and HT1080 IDH1KD tx -20%.
For CN(C)CCCNC(=S)N1CCC(C(=O)c2ccc(Cl)cc2)CC1 the results were KB-3-1 tox -1%, HepG2 tox -39%, IL-1B inflam inh 10, HT1080NT lethal -6%, S2 tox inactive and HT1080 IDH1KD tx -5%.
For Cc1ccc(NC(=O)COC(=O)C2CCC(=O)N2)c([N+](=O)[O-])c1 (configuration not stated) the results were KB-3-1 tox -9%, SW480 rerep -46%[inhibitor], ATXN2 expr inh 0%, MCF10A rereplic -35%[inhibitor][9.22 µM], HepG2 tox -7%, IL-1B inflam inh 11, HT1080NT lethal -3%, S2 tox inconclusive and HT1080 IDH1KD tx -2%.
O=C(COc1ccccc1O)N1CCN(C(=O)c2ccco2)CC1 was read as KB-3-1 tox 10%, SW480 rerep 2%, ATXN2 expr inh 5%, MCF10A rereplic 11%, HepG2 tox -4%, IL-1B inflam inh -5, HT1080NT lethal 0%, S2 tox inactive and HT1080 IDH1KD tx -3%.
`O=[N+]([O-])c1ccc(O)c2ncccc12` gave KB-3-1 tox inconclusive, SW480 rerep 7.3µM*, ATXN2 expr inh 10µM*, MCF10A rereplic 15µM*!, HepG2 tox -31%, IL-1B inflam inh 82, HT1080NT lethal 6.5µM*, S2 tox 13µM*! and HT1080 IDH1KD tx 16µM*.

The list goes on; the last two above are carried over.
O=C(COc1ccccc1O)N1CCN(C(=O)c2ccco2)CC1 was read as KB-3-1 tox 10%, SW480 rerep 2%, ATXN2 expr inh 5%, MCF10A rereplic 11%, HepG2 tox -4%, IL-1B inflam inh -5, HT1080NT lethal 0%, S2 tox inactive and HT1080 IDH1KD tx -3%.
`O=[N+]([O-])c1ccc(O)c2ncccc12` gave KB-3-1 tox inconclusive, SW480 rerep 7.3µM*, ATXN2 expr inh 10µM*, MCF10A rereplic 15µM*!, HepG2 tox -31%, IL-1B inflam inh 82, HT1080NT lethal 6.5µM*, S2 tox 13µM*! and HT1080 IDH1KD tx 16µM*.
For COc1cc(N2CCCC2)c(OC)cc1/C=C(/C#N)c1cccc(Br)c1 the results were KB-3-1 tox -1%, SW480 rerep 8%, ATXN2 expr inh -11%, MCF10A rereplic 16%, HepG2 tox 8%, IL-1B inflam inh inconclusive, HT1080NT lethal 8%, S2 tox inconclusive and HT1080 IDH1KD tx -11%.
`O=C(Nc1ccc(Cl)cc1)c1ccc(OC2CSC2)cc1` gave KB-3-1 tox -6%, SW480 rerep -1%, ATXN2 expr inh 14%, MCF10A rereplic 0%, HepG2 tox 4%, IL-1B inflam inh 0, HT1080NT lethal -7%, S2 tox inactive and HT1080 IDH1KD tx 3%.
CCOc1ccc(N2CC(C(=O)Nc3ccccc3N3CCCC3)CC2=O)cc1 (configuration not stated) was read as KB-3-1 tox -14%, SW480 rerep inconclusive, ATXN2 expr inh -4%, MCF10A rereplic 14%, HepG2 tox -10%, IL-1B inflam inh -1, HT1080NT lethal -15%, S2 tox inactive and HT1080 IDH1KD tx -19%.
`CN(CC(=O)O/N=C(\N)c1ccccn1)S(=O)(=O)c1ccccc1` gave KB-3-1 tox 0%, SW480 rerep -3%, ATXN2 expr inh 18%, MCF10A rereplic -25%, HepG2 tox -2%, IL-1B inflam inh 0, HT1080NT lethal 12%, S2 tox inactive and HT1080 IDH1KD tx 1%.
CCCCCCSc1ccc([C@H]2N[C@@](Cc3ccccc3)(C(=O)OC)[C@H]3C(=O)N(C)C(=O)[C@@H]23)cc1 was read as KB-3-1 tox inconclusive, SW480 rerep -9%[9.22 µM], ATXN2 expr inh 11%, MCF10A rereplic 5%, HepG2 tox -4%, IL-1B inflam inh inconclusive, HT1080NT lethal -16%, S2 tox inactive and HT1080 IDH1KD tx -4%.
Screening O=C(CN1C(=O)NC2(CCOc3ccccc32)C1=O)c1ccc(Cl)s1 (configuration not stated) returned KB-3-1 tox -9%, SW480 rerep -8%, ATXN2 expr inh -9%, MCF10A rereplic 5%, HepG2 tox -12%, IL-1B inflam inh -4, HT1080NT lethal 0%, S2 tox inactive and HT1080 IDH1KD tx 0%.
For O=C(Cc1ccccc1F)NNC(=O)c1cccs1 the results were KB-3-1 tox inconclusive, SW480 rerep 6%, ATXN2 expr inh 3%, MCF10A rereplic -13%, HepG2 tox 12%, IL-1B inflam inh 0, HT1080NT lethal 27%, S2 tox inactive and HT1080 IDH1KD tx 15%.
For O=C(CSC1=NS(=O)(=O)c2cc(F)ccc2N1)NCc1ccc(F)cc1 the results were KB-3-1 tox 15%, SW480 rerep -2%, ATXN2 expr inh 3%, MCF10A rereplic 1%, HepG2 tox 1%, IL-1B inflam inh 16, HT1080NT lethal 5%, S2 tox inactive and HT1080 IDH1KD tx 12%.
COc1cc(Nc2ccc(S(=O)(=O)N3CCN(C)CC3)cc2[N+](=O)[O-])cc(OC)c1 was read as KB-3-1 tox -7%, SW480 rerep 3.3µM*, ATXN2 expr inh -3%, MCF10A rereplic 2%, HepG2 tox 11%, IL-1B inflam inh -29, HT1080NT lethal -20%, S2 tox inactive and HT1080 IDH1KD tx -9%.
COc1ccc(N(CC(=O)Nc2cc(C)ccc2C)S(=O)(=O)c2ccc(OC)c(OC)c2)cc1 was read as KB-3-1 tox -15%, ATXN2 expr inh 10%, HepG2 tox -23% and S2 tox inactive.
CC(=O)NC(Cc1ccccc1)C(=O)NC1CCN(C(=O)c2cnccn2)CC1 (configuration not stated) was read as KB-3-1 tox 2%, SW480 rerep 10%, ATXN2 expr inh 3%, MCF10A rereplic 11%, HepG2 tox 7%, IL-1B inflam inh 0, HT1080NT lethal -1%, S2 tox inactive and HT1080 IDH1KD tx -3%.
For CN=C(NC1CCCCC1)c1ccc([N+](=O)[O-])cc1 the results were KB-3-1 tox 0%, SW480 rerep -4%, MCF10A rereplic 1%, HepG2 tox 0%, IL-1B inflam inh 11, HT1080NT lethal 4%, S2 tox inconclusive and HT1080 IDH1KD tx 4%.
`Cc1cc(OCC(=O)NCCc2c[nH]c3ccccc23)c2c(C)cc(=O)oc2c1` gave KB-3-1 tox -2%, SW480 rerep -19%, ATXN2 expr inh -5%, MCF10A rereplic 4%, HepG2 tox -29%, IL-1B inflam inh -90*, HT1080NT lethal 8%, S2 tox inactive and HT1080 IDH1KD tx 1%.
COc1ccc(CNC(=O)c2cc(C3CC3)nc3c2cnn3C(C)C)cc1OC was read as KB-3-1 tox 16%, SW480 rerep -17%, ATXN2 expr inh -8%, MCF10A rereplic 13%, HepG2 tox -1%, IL-1B inflam inh -11, HT1080NT lethal 1%, S2 tox inactive and HT1080 IDH1KD tx -4%.
Cc1cc(Cl)nc2ccc(Cc3ccc4nc(Cl)cc(C)c4c3)cc12 was read as KB-3-1 tox -21%, SW480 rerep 2%, MCF10A rereplic 10%, HepG2 tox -3%, IL-1B inflam inh 22, HT1080NT lethal -1%, S2 tox inconclusive and HT1080 IDH1KD tx -2%.
NC(=O)c1cccc(NC(=O)CCCCC(=O)Nc2cccc(C(N)=O)c2)c1 was read as KB-3-1 tox 11%, SW480 rerep 3%, MCF10A rereplic -10%, HepG2 tox 2%, IL-1B inflam inh 36, HT1080NT lethal 12%, S2 tox inactive and HT1080 IDH1KD tx 0%.
Screening CC(C)C[C@H]1COc2cccc(N3CCN(Cc4ccccc4F)CC3)c2S(=O)(=O)N1 returned KB-3-1 tox -6%, ATXN2 expr inh inconclusive, IL-1B inflam inh -11, HT1080NT lethal inconclusive and HT1080 IDH1KD tx -20%.
For CCN1CCN(Cc2ccc(NC(=O)c3ccc(C)c(NC(=O)c4cc(-c5ccc(Br)cc5)n[nH]4)c3)cc2C(F)(F)F)CC1 the results were KB-3-1 tox inconclusive, SW480 rerep 1%, ATXN2 expr inh 32µM*, MCF10A rereplic inconclusive, HepG2 tox -96%, IL-1B inflam inh -58*, HT1080NT lethal -18%, S2 tox 25µM* and HT1080 IDH1KD tx -26%.
